KCNK3 block = human KCNK3 channel inhibition, primary screen. O14649. CHO-KCNK3 thallium flux, FluxOR fluorescence; stronger effect = lower value. B-score at 10 µM. 340,000 tested, 0.84% active. AID 602410;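 active = B-score under library mean minus 4 SD, starting fluorescence ratio at most library mean plus 5 SD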;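 note: more negative B-score means stronger inhibition of thallium flux through KCNK3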
RGS4 pot = RGS4 potentiation or activation. HEK293 M3R/inducible RGS4, carbachol calcium flux Fluo4; stronger effect = lower value. B-score at 10 µM. 310,000 tested, 0.92% active;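 active = B-score of the integrated calcium signal more than 4 SD below the library mean, with starting fluorescence not abnormally high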;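 note: negative B-score means reduced calcium response which marks RGS4 activation or potentiation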
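Assay system: Inducible-RGS4 HEK293 cells carrying M3 receptor | Schedule: Compound preincubation 20 min at room temperature before agonist | Signal: Kinetic calcium fluorescence imaging with Fluo4-AM dye, 2 µM | Read-out basis: B score from integrated fluorescence ratio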
PolyA inhibitor = yeast polyadenylation inhibition. S. cerevisiae SKY197-pL101 polyadenylation reporter, beta-gal luminescence; efflux-impaired pdr1/pdr3 knockout yeast; score 100 = 6 SD above DMSO. calls only at 12 µM. 300,000 tested, 0.02% active;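 active = lowest replicate activity score at least 50, where 100 means six control SD above control mean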;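 note: yeast exposed to compound for 9 h at 30 °C; higher score means more reporter readthrough which indicates perturbed polyadenylation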
hERG rescue = shields human hERG channel from block by proarrhythmic agents | CHO-hERG, FluxOR thallium flux, dofetilide IC70 present | activation (rescue from dofetilide block), less the hit threshold, % at 10 µM | Q12809 | 310,000 tested, 0.51% active;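 active = activation above the mean of controls blocked by dofetilide plus 5 SD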;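 note: thallium influx through hERG after potassium depolarization seen as dye fluorescence rise; in these data hits start at about 4.7%; inactives centre near -7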
GSK3 alpha inh = inhibitors of human GSK-3 alpha kinase | ADP-Glo luminescence, 60 min | inhibition, % at 10 µM | 320,000 tested, 0.1% active;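 in the data active = inhibition above about 50%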;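 note: GST-tagged GSK-3 alpha with peptide substrate and 25 µM ATP; 0% = DMSO neutral wells and 100% = GW8510 positive control wells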
GSK3beta inhib = inhibitors of human GSK3beta kinase | GST-GSK3beta kinase, ADP-Glo luminescence, 60 min; stronger effect = lower value | activity score (negative = inhibition), % at 10 µM | 300,000 tested, 0.038% active;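 active = more than half of replicate wells score below -50%, meaning over 50% inhibition versus plate controls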;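 note: 0% = median DMSO wells and -100% = median GW8510 positive control wells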
Target sequence (P49841 whole entry, looked up): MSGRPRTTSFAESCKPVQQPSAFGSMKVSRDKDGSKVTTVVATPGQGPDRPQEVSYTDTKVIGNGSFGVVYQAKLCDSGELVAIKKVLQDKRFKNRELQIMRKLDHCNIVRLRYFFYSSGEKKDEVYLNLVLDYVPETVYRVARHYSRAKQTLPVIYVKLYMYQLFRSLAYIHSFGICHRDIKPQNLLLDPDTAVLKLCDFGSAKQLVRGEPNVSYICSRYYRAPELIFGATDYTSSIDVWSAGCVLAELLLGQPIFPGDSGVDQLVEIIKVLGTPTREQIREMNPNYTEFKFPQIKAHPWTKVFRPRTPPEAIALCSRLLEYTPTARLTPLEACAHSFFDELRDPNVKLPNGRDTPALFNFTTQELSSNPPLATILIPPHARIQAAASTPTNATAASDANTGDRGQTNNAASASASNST
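Test system – GST-tagged human GSK3beta kinase, cell-free · Incubation – 60 min enzyme reaction, room temperature · Signal – ADP-Glo luminescence · Also added – peptide substrate and ATP at 25 µM · Controls – DMSO neutral wells and GW8510 at 20 µM as positive · Buffer or medium – Tris/MgCl2 kinase buffer · Measure – Luminescence-derived activity versus plate DMSO and GW8510 wells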
RGS4 inh = human RGS4 inhibition; HEK293 M3R/RGS4 inducible, Fluo-4 calcium flux; stronger effect = higher value; triggered by carbachol at its EC20; 310,000 tested, 0.45% active; P49798; B-score at 10 µM; AID 463165;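 active = B-score, a plate-corrected calcium signal, over three deviations above library mean, with baseline fluorescence within five deviations of library mean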;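 note: RGS4 expression induced by doxycycline in cells with stable M3 receptor; B-score is computed from the integrated fluorescence ratio over baseline after carbachol; higher B-score means a larger calcium signal and so more RGS4 inhibition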
Target sequence (P49798 whole entry, looked up): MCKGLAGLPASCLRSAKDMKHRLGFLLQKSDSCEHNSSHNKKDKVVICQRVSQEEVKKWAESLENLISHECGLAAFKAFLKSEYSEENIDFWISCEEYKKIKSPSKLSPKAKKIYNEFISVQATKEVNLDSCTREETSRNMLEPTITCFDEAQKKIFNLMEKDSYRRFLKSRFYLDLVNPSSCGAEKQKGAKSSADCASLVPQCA
KCNQ1 pot = potentiates or activates the human KCNQ1 potassium channel. CHO-K1 KCNQ1, thallium flux FluxOR fluorescence; stronger effect = higher value. P51787. B-score at 10 µM. AID 2648. 310,000 tested, 0.35% active;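 active = fluorescence ratio B-score, a plate-corrected score, at least three library SD, with initial intensity B-score within 5 SD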
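System: CHO-K1 cells stably expressing KCNQ1 / Medium: assay buffer for compound exposure, DMSO matched across wells / Reagent: thallium- and potassium-containing depolarizing buffer / Compound: one concentration, matched DMSO / Incubation: 20 min compound pretreatment at room temperature / Measured by: kinetic FluxOR fluorescence, 10 s baseline plus 110 s post-stimulus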
KCNQ1 inh = inhibitors of human KCNQ1 potassium channel; CHO-K1 KCNQ1, FluxOR thallium flux fluorescence; stronger effect = higher value; P51787; AID 2642; B-score at 10 µM; 310,000 tested, 1.3% active;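 active = compounds whose thallium flux B-score, printed positive for inhibition, exceeds three library SD while starting fluorescence stays within three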;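 note: channel opened by potassium depolarization with thallium stimulus after 20 min compound exposure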
Dyrk1A ADPGlo = Dyrk1A (rat) kinase inhibition; inhibition, % at 12.5 µM; ADP-Glo luminescence, NFATc1 peptide; 310,000 tested, 0.43% active; Q63470; in the data active = inhibition above about 50%;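 note: plate controls were vehicle with enzyme for no effect and no enzyme for full effect; many of its hits are not listed in these tables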
KCNK9 inh = inhibitors of human KCNK9 two-pore domain potassium channel; Q9NPC2; HEK293 KCNK9, FluxOR thallium flux fluorescence; stronger effect = lower value; B-score at 10 µM; 310,000 tested, 1.2% active; AID 488922;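 active = ratio B-score over 3 SD below the library mean, with starting fluorescence within 5 SD of its mean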;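 note: negative B-score means less thallium flux so channel inhibition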
Target sequence (Q9NPC2 whole entry, looked up, the tested form may be a part): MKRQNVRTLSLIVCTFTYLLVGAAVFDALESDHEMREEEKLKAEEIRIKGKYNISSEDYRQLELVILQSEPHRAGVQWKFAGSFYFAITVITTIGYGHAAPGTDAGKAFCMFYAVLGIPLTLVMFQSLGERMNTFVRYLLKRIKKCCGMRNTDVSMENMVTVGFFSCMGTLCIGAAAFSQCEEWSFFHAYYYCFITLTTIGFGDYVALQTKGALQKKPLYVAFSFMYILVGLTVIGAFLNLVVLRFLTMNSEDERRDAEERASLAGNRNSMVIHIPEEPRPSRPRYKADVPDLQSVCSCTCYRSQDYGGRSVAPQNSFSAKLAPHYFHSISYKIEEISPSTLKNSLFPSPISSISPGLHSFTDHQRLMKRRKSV
Starred values were filed as active, the others as inactive; i = inactive; nt = not tested or not shown. An excerpt; rates above refer to the full screens.

Values in the order – KCNK3 block	GSK3beta inhib	RGS4 pot	KCNK9 inh	RGS4 inh	PolyA inhibitor	GSK3 alpha inh	KCNQ1 inh	hERG rescue	Dyrk1A ADPGlo	KCNQ1 pot
> CC(CNC(=O)C(=O)NC(C)CCc1ccccc1)Cc1ccccc1 (stereo not drawn)
 : i	3	i	i	i	i	-1	i	-4	3	i
> CC1=C(C(=O)OC2CCCCC2)C(c2ccccc2Br)NC(=O)N1 (stereo not drawn)
 : i	-2	i	i	i	i	5	i	-7	nt	i
> O=C(NNC(=O)c1sccc1-n1cccc1)Nc1ccc(F)cc1
 : i	2	i	i	i	i	-2	i	-18	0	i
> COc1ccc(-c2c(C)oc3c(CN4CCCCC4C)c(O)ccc3c2=O)cc1OC (stereo not drawn)
 : i	1	i	i	i	i	2	i	-8	-1	i
> CCOC(=O)c1oc2nc(C)c3c(c2c1N)CC(C)(C)OC3
 : i	-2	i	i	i	i	5	i	-15	-2	i
> O=C(c1ccccc1Cl)N1CCc2ccccc2C1
 : i	4	i	i	i	i	0	i	-9	nt	i
> CCCn1c(N)c(Sc2ccc([N+](=O)[O-])cc2)c(=O)n(CCC)c1=O
 : i	1	i	i	i	i	-3	i	-13	-5	i
> CCN(CCCNC(=O)COc1cc(=O)n(CC)c2ccccc12)c1ccccc1
 : i	0	i	i	i	i	-3	i	-22	-2	i
> CC(C)(C)NC(=O)CN1CCC(O)(c2ccccc2)CC1
 : i	-1	i	i	i	i	-2	i	-10	0	i
> COc1ccc(N(CC(=O)Nc2cccc(C)c2C)S(=O)(=O)c2c(C)n[nH]c2C)cc1
 : i	2	i	i	i	i	-1	i	-17	2	i
> CCc1nnc(NC(=O)CSc2nnc(C)n2-c2ccc(C)cc2)s1
 : i	-5	i	i	i	i	-2	i	-6	-5	i
> COc1ccc(-c2nnc(COc3ccc(Br)cc3C)o2)cc1
 : i	1	i	i	i	i	-2	i	-7	nt	i
> O=C1NC(=S)S/C1=C\c1coc2ccc(O)cc2c1=O
 : i	-6	i	i	6.3*	i	12	i	-11	26	i
> COc1ccc(/C=N/NC(=O)CCc2ccccc2)cc1O
 : i	0	i	i	i	i	nt	i	-6	-11	i
> O=C(NC1CCCc2ccccc21)C12CC3CC(CC(O)(C3)C1)C2 (stereo not drawn)
 : i	4	i	i	i	i	3	i	-16	2	i
> CC(=O)c1ccc(NC(=S)N2CCN(c3ccccn3)CC2)cc1
 : i	1	i	i	i	i	-1	i	1	3	i
> O=C(COC(=O)CC1CC2CCC1C2)Nc1c(F)cccc1F (stereo not drawn)
 : i	0	i	i	i	i	1	i	-4	3	i
> CC(=O)Nc1ccc(S(=O)(=O)N(C)CC(=O)Nc2ccccc2N2CCCC2)cc1
 : i	-2	i	i	i	i	0	i	-10	-6	i
> O=S(=O)(Cc1ccc(Cl)cc1)C1CCCCC1O (stereo not drawn)
 : i	0	i	i	i	i	0	i	-14	6	i
> CCN(CC)c1ccc(/C=N/NC(=O)c2ccoc2C)c(O)c1
 : i	-1	i	i	i	i	-3	i	-14	10	i
> CCOC(=O)c1c(S(=O)(=O)NCC(=O)Nc2ccccc2F)c(C)n(C)c1C
 : i	6	i	i	i	i	10	i	-8	-5	i
> O=c1c2ccccc2oc2ccc(NCCCn3ccnc3)cc12
 : i	1	i	i	i	i	-2	i	-10	6	i
> Cc1ccc(S(=O)(=O)Nc2n[nH]nc2C(=O)NC2CCCCC2)cc1
 : i	0	i	i	i	i	0	i	-1	-6	i
> COc1ccc(/C(N)=N/OC(=O)CCc2ccccc2)cc1
 : i	-6	i	i	i	i	0	i	-1	4	i
> CC1(C)CC(=O)C(C=NCC(N)=O)=C(O)C1
 : i	0	i	i	i	i	-3	i	-5	-2	i
> O=C(CSc1nc(-c2ccccc2)cc(=O)[nH]1)Nc1ccccc1
 : i	1	i	i	i	i	0	i	-5	-2	i
> Nc1ccc(O)c2c1C(=O)c1ccccc1C2=O
 : i	-5	i	i	i	i	1	i	-6	46	i
> Cc1ccc(-c2ccc(=O)[nH]n2)cc1
 : i	2	i	i	i	i	0	i	-8	-1	i
> O=C(CN1c2cccc3cccc(c23)S1(=O)=O)NCc1ccc2c(c1)OCO2
 : i	0	i	i	i	i	-1	i	0	-2	i
> CSCC[C@H](NC(=O)[C@@H]1Cc2ccccc2CN1)C(=O)Nc1ccc2c(c1)OCO2
 : i	1	i	i	i	i	-10	i	-11	-2	i
> Cc1ccc(C(=O)NCC(=O)NCCCc2ccccc2)cc1
 : i	0	i	i	i	i	-1	i	-3	-3	i
> O=C(Nc1ccc(Cl)cn1)c1ccc2ccccc2n1
 : -8.7*	-1	i	i	i	i	-3	i	-7	5	i
> Cc1cc(C)nc(N2CCCC(C(=O)NCc3cccs3)C2)n1 (stereo not drawn)
 : i	-3	i	i	i	i	-4	i	-6	4	i
> O=C(c1cccc(C(F)(F)F)c1)N1CCc2c([nH]c3ccccc23)C1C(F)(F)F (stereo not drawn)
 : i	5	i	i	i	i	-6	i	-4	1	i
> Cc1ccc2c(c1)N(C(C)C(=O)NCCc1ccccc1)C(=O)CO2 (stereo not drawn)
 : i	-1	i	i	i	i	1	i	-16	-5	i
> Cc1ccc(C)c(NC(=O)/C(C#N)=C/c2ccc(Sc3nncn3C)c([N+](=O)[O-])c2)c1
 : nt	-2	i	i	6.2*	i	3	i	-5	nt	i
> COc1ccc(C(=O)COC(=O)C(CCSC)NC(=O)COc2ccccc2)cc1 (stereo not drawn)
 : i	2	i	i	i	i	-3	i	-17	1	i
> OCC1CCCCN1C(=S)NCc1ccco1 (stereo not drawn)
 : i	2	i	i	i	i	-2	i	-19	1	i
> CCCCNC(=O)CN1C(=O)C(CC)Oc2ccc(Cl)cc21 (stereo not drawn)
 : i	-5	i	i	i	i	-2	i	-11	4	i
> CC(C)(C)OC(=O)NCCc1nnc(SCc2cccc(Cl)c2)o1
 : i	0	i	i	i	i	5	i	-11	5	i
> COc1ccc(C(=O)Oc2ccc[nH]c2=O)cc1
 : i	-4	i	i	i	i	0	i	-2	5	i
> CCOc1ccccc1N(CC(=O)N1CCCCCC1)S(=O)(=O)c1ccc(C)cc1
 : i	0	i	i	i	i	1	i	-6	15	i
> Cc1ccc(SCC(=O)c2cc(C)c(O)c(C)c2)cc1
 : i	3	i	i	i	i	-2	i	-6	1	i
> COC(=O)c1c(NC(=O)c2ccc(Br)s2)sc2c1CCC2
 : i	2	i	i	i	i	-1	i	-11	0	i
> COc1ccc(Cl)cc1NC(=O)NCCCl
 : i	2	i	i	i	i	nt	i	-7	3	i
> Cc1ccccc1NS(=O)(=O)c1nnc(NC(=O)c2ccccc2F)s1
 : i	4	i	i	i	i	-3	i	-7	1	i
> CCOc1ccc(NC(=O)CN(C)C(=O)c2ccccc2SCC(=O)N2CCCC2)cc1OCC
 : i	2	i	i	i	i	0	i	-8	-2	i
> C/C(=N\NC(=O)c1nnn(-c2nonc2N)c1CN(C)c1ccccc1)c1cccc(O)c1
 : i	2	i	i	i	i	5	i	-18	3	i
> CC(=O)c1ccc(S(=O)(=O)N2CCN(C(=O)C3CCCC3)CC2)cc1
 : i	1	i	i	i	i	0	i	-13	-5	i
> Cc1ccc(C(=O)c2cc3ccccc3o2)cc1[N+](=O)[O-]
 : i	2	i	i	i	i	-1	i	-1	0	i
> O=C(O)c1ccc2c(c1)[C@@H]1C=CC[C@@H]1[C@H](c1ccccn1)N2
 : i	1	i	i	i	i	3	i	-10	5	i
> O=C(CSc1nc2ccsc2c(=O)n1CC1CCC(C(=O)O)CC1)c1ccc(Cl)cc1 (stereo not drawn)
 : i	4	i	i	i	i	-1	i	-13	nt	i
> CC1CCN(c2oc(-c3ccccc3F)nc2C#N)CC1
 : i	-1	i	i	i	i	-1	i	-11	17	i
> COCCNC(=O)CN1CCC(NC(=O)c2ccco2)CC1
 : i	1	i	i	i	i	0	i	-1	0	i
> CCn1c(SCC(=O)Nc2ccccc2F)nnc1-c1ccoc1C
 : i	1	i	i	i	i	-1	i	-8	-5	i
> COc1cccc(-c2nn(-c3ccccc3)cc2CN(C)C(C)c2ccncn2)c1 (stereo not drawn)
 : i	2	i	i	i	i	-1	i	-15	-1	i
> OCC[C@@H]1C[C@@H](O)[C@H](O)[C@]2(Cc3ccccc3O2)O1
 : i	-6	i	i	i	i	0	i	-8	6	i
> COc1ccccc1CNS(=O)(=O)c1cc(-c2cc(C)no2)ccc1C(C)C
 : -9.5*	3	i	-11*	i	i	nt	6*	-16	-7	i
> O=C(COc1nnc2ccccn12)N1CCN(S(=O)(=O)c2ccccc2)CC1
 : i	3	i	i	i	i	1	i	0	-9	i
> COCCNC(=O)C(=O)NCC1OCCN1S(=O)(=O)c1ccc(C)cc1 (stereo not drawn)
 : i	-2	i	i	i	i	0	i	-6	-5	i

Further records
Values in the order – KCNK3 block	GSK3beta inhib	RGS4 pot	KCNK9 inh	RGS4 inh	PolyA inhibitor	GSK3 alpha inh	KCNQ1 inh	hERG rescue	Dyrk1A ADPGlo	KCNQ1 pot
> Cc1cc2nc(-c3ccncc3)cc(C(F)(F)F)n2n1
 : i	1	i	i	i	nt	-1	i	0	nt	i
> Cn1c2c(c(=O)n(C)c1=O)[C@@]1(C(=O)Nc3ccccc31)C(C#N)=C(N)O2
 : i	0	i	i	i	i	-4	i	-7	0	i
> CC1CN(S(=O)(=O)c2ccc(NC(=O)c3cc(-c4ccccc4O)n[nH]3)cc2)CC(C)O1 (stereo not drawn)
 : i	0	i	i	i	i	1	i	-4	5	i
> CSc1cnn(Cc2ccccc2)c(=O)c1SCc1ccccc1
 : i	-1	i	i	i	i	0	i	-6	-2	i
> Cc1cccc(C(=O)c2c(N)sc3c2CCCC3)c1
 : i	1	i	i	i	i	0	i	-7	4	i
> Cc1ccc(OCC(=O)N/N=C/C=C/c2ccco2)cc1C
 : i	-3	i	i	i	i	0	i	-3	-7	i
> O=C(Nc1ccon1)C12CC3CC(C1)CC(n1cnc([N+](=O)[O-])n1)(C3)C2
 : i	-1	i	i	i	i	1	i	-5	-2	i

Source: PubChem (several laboratories)
